CBFb-RUNX1 inh – qHTS Assay for Compounds Blocking the Interaction Between CBF-beta and RUNX1 for the Treatment of Acute Myeloid Leukemia; AlphaScreen CBFb-His/RUNX1-biotin binding, biochemical; 230,000 tested, under 10 active; AID 1477, 2009; Runt-related transcription factor 1 (Homo sapiens) + Core-binding factor subunit beta …; Potency, µM (top dose mostly 59.8 µM), for the others: at the highest dose activity, negative = inhibition, most hits filed as inhibitors; further: % of control where 0% means no effect
Target sequence (Q01196 whole entry, looked up): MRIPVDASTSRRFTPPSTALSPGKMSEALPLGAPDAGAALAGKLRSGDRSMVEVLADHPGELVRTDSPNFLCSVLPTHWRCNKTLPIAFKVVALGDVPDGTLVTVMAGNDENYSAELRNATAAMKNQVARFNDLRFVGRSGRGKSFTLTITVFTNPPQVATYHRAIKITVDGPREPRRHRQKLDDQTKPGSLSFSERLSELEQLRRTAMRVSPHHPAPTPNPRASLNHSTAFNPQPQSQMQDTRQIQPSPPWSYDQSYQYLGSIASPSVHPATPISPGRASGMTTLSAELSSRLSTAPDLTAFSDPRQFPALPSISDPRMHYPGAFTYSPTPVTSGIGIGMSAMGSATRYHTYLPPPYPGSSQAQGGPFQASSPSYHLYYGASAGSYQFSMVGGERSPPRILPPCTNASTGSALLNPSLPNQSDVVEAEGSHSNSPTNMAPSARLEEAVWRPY
Target sequence (Q13951 whole entry, looked up): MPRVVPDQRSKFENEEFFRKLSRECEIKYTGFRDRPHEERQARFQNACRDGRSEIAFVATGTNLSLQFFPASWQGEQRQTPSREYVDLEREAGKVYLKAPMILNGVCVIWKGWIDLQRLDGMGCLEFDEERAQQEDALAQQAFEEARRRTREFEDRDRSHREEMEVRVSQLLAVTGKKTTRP
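Interaction loss through any mechanism counts as activity. Pre-formed complex of His-CBF-beta and biotin-RUNX1 (30 nM apiece) is incubated with compound 15 min, then with 50 ng nickel and 50 ng streptavidin beads for 90 min before AlphaScreen detection.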
GAA inhib – qHTS Assay for Inhibitors of Human alpha-Glucosidase as a Potential Chaperone Treatment of Pompe Disease | AID 1466, 2008 | hit rate 0.005% among 200,000 | Potency, µM (series often up to 76.9 µM), without a hit: at the top dose activity change, negative = inhibition, usual class: inhibitors | Lysosomal alpha-glucosidase (Homo sapiens), P10253 | purified human GAA, 4-MU-alpha-glucoside fluorescence;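 further: potency means the concentration at half of the fitted maximal effect; plate controls were uninhibited enzyme wells for no effect and no-enzyme background for full effect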
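Fluorogenic assay: 4 nM human alpha-glucosidase with 400 uM 4-methylumbelliferyl-alpha-D-pyranoside in 50 mM citrate/phosphate, 0.005% Tween-20, pH 5.0, 20 min at room temperature. Compounds tested up to 77 uM; AC50 from Hill fits.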
LMNA splice mod – qHTS Assay for Modulators of Lamin A Splicing. AID 1487, 2009. hit rate 0.01% among 200,000. HeLa LMNA splicing GFP/RFP minigene ratio, 48 h. Potency, µM (top dose mostly 46.1 µM), without a hit: at the highest dose ratio change, negative = inhibition, most hits filed as inhibitors; active means well fitted inhibition curve with a large enough effect in the signal ratio, with a control signal flat, not every such curve was filed as active; inconclusive means small, poorly fitted or top-dose-only effect, or effect the other way, or a change in a side signal; the % refers to the signal ratio; further: potency means the concentration at half of the fitted maximal effect; on the % scale 0 is the no-effect control and ±100 the full control effect
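S3 HeLa stable clones carrying a lamin A-EGFP splicing minigene plus DsRed2 were seeded at 600 cells/well in Opti-MEM with 2% FBS, pin-dosed and incubated 48 h at 37°C. Acumen cytometry (488 nm) gave the GFP/RFP total-intensity ratio.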
HTT cytoprotect – qHTS Multiplex Assay to Identify Dual Action Probes in a Cell Model of Huntington: Cytoprotection (ATP) | PC12 HTT-Q103 induced, cytoprotection, ATP luminescence, 40 h | Potency, µM (series often up to 56.4 µM), for the others: cytoprotection (ATP increase), hits mostly activators | hit rate 0.14% among 230,000 | AID 1471, 2008;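 further: potency means the concentration at half of the fitted maximal effect; % of control where 0% means no effect; nearly all actives have a fitted effect of over 45% in size; toxic huntingtin expression switched on by the ecdysone agonist tebufenozide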
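PC12 cells stably carrying ecdysone-inducible Htt exon 1 (Q103)–GFP were induced with 100 nM tebufenozide (final) alongside library compounds in a dose series. Cytoprotection was scored as retained ATP by ATPlite luminescence.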
HttQ103 aggreg – qHTS Multiplex Assay to Identify Dual Action Probes in a Cell Model of Huntington: Aggregate Formation (GFP). hit rate 1.1% among 220,000. PC12 HttQ103-GFP aggregates, Acumen cytometry, 40 h. Potency, µM (doses to about 46.1 µM), for the others: at the highest dose activity change, negative = inhibition, most hits filed as inhibitors. AID 1688, 2009; further: potency means the concentration at half of the fitted maximal effect; on the % scale 0 is the no-effect control and ±100 the full control effect; nearly all actives have a fitted effect of over 60% in size
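Steps: seed 1500 PC12 HTTQ103-GFP cells/well; add tebufenozide, 100 nM final; add compound titration; add ATPLite reagent; quantify GFP aggregates by laser scanning cytometry.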
GAA spleen mod – qHTS Assay for Inhibitors and Activators of Human alpha-Glucosidase From Spleen Homogenate | human spleen homogenate, 4-MU-alpha-glucoside fluorescence | Potency, µM (series often up to 79.9 µM), for inactives: at the highest dose activity change, negative = inhibition, most hits filed as inhibitors | hit rate 0.006% among 240,000 | AID 2112, 2009;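 further: potency means the concentration at half of the fitted maximal effect; 0% = enzyme with vehicle and -100% = no enzyme basal signal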
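Enzyme source: human spleen homogenate, 1 ug/well. Buffer 50 mM citric acid/K phosphate pH 5.0, 0.01% Tween-20. 4-MU-alpha-glucoside 1 mM; 37 C x 40 min; NaOH/glycine stop; fluorescence.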
GAA glycogen – qHTS Assay for Inhibitors and Activators of Human alpha-Glucosidase Cleavage of Glycogen; AID 2100, 2009; recombinant GAA, glycogen substrate, Amplex Red glucose oxidase fluorescence; Lysosomal alpha-glucosidase (Homo sapiens), P10253; hit rate 0.38% among 300,000; Potency, µM (highest dose often 76.4 µM), without a hit: at the top dose activity change, negative = inhibition, actives largely listed as inhibitors;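 further: potency means the concentration at half of the fitted maximal effect; 0% = full enzyme reaction and -100% = no-enzyme basal signal; the screen sought inhibitors and activators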
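qHTS, 1536-well; enzyme 4 nM final; cpd up to 77 uM; substrate bovine liver glycogen 30 ug; 50 mM citrate/phosphate pH 5.0, 0.01% Tween-20; 37 C, 40 min; Amplex Red detection 45 min RT; Hill fit → AC50.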
The depositor's hits bear a star; u = inconclusive; x = not tested or not shown; [ ] = remark or other dose. Unless noted, the call rests on the fitted dose curve; in most records, active means well fitted curve in the direction sought with a large enough effect; inconclusive means small, poorly fitted or top-dose-only effect, or another doubt; inactive means no such curve, though single readings can be large; an effect the other way counts as inactive or inconclusive.

SMILES	CBFb-RUNX1 inh	GAA inhib	LMNA splice mod	HTT cytoprotect	HttQ103 aggreg	GAA spleen mod	GAA glycogen
Cc1ccccc1NC(=O)Nc1ccccc1N1CCCCC1	-1%	-14%	x	4%[10 µM]	4%[9.22 µM]	6%	10%
Cc1cc(C)nc(Sc2c(F)c(F)c(C(F)(F)F)c(F)c2F)n1	7%	-3%	8%	-2%	8%	-4%	-7%
O=C(NC1=NCCS1)c1cc(-c2ccc(-c3ccccc3)cc2)nc2ccccc12	-3%	-10%	u	-28%[10 µM]	2%	-2%	0%
NC(=S)n1[nH]c(-c2ccc([N+](=O)[O-])cc2)c(N=Nc2ccc(O)cc2)c1=O	-9%	-5%	-3%	-63%[inhibitor]	-12%[1.84 µM]	1%	-23%
CCn1c(O)c(N=NC2=NC(=O)CS2)c2ccccc21	-10%	-1%	7%[0.0737 µM]	1%	8%	-18%	4%
COC(=O)c1ccc(NC(=O)C(C)Oc2ccccc2)cc1 (centres undefined)	0%	-4%	3%	36%	5%	-1%	-4%
COc1ccc(-c2nnc(SCC(=O)/C(C#N)=C(\C)N)o2)cc1	4%	-2%	1%	-11%	6%	2%	8%
CC1CC(C)CN(C/C=C/c2ccccc2[N+](=O)[O-])C1 (centres undefined)	2%	-5%	12%	-2%	1%	5%	2%
CN(C)C(=O)c1ccc(-c2nc(Nc3ccc(F)cc3)c3ccccc3n2)cc1	x	x	u	-84%[inhibitor]	x	11%	x
O=c1c2[nH]c3cccc(Cl)c3c2ncn1CC1CCCO1 (centres undefined)	9%	x	x	7%[10 µM]	-8%[9.22 µM]	1%	-2%
CC1c2nc3ccccc3n2C(CC(=O)NCc2ccccn2)C(=O)N1Cc1ccccc1 (centres undefined)	10%	5%	1%	2%[10 µM]	4%	-6%	1%
O=C(CNC(=O)c1ccc2c(c1)OCCO2)N/N=C/c1ccc(O)cc1O	-28%	6%	-10%	16%[10 µM]	-26%	-3%	9%
CCS(=O)(=O)Nc1ccc(-c2nc3cccnc3s2)cc1	u	x	x	-20%[10 µM]	-24%[9.22 µM]	u	-5%
O=C(NCc1cn2ccsc2n1)c1cccc(C(F)(F)F)c1	0%	7%	19%	1%	4%[9.22 µM]	4%	7%
O=C(COC(=O)[C@@H]1CC(O)CN1S(=O)(=O)c1ccccc1[N+](=O)[O-])Nc1ccc2ccccc2c1 (some centres undefined)	8%	-16%	-3%	-6%[0.074 µM]	12%	-3%	-3%
O=C(Nc1ccc(O)cc1)/C(=C/c1ccco1)NC(=O)c1ccccc1	3%	x	x	7%[10 µM]	-15%[9.22 µM]	5%	-21%
COc1ccc(NC(=O)CSc2nncs2)cc1S(N)(=O)=O	2%	x	x	8%[10 µM]	-18%[9.22 µM]	4%	2%
CCCOC(=O)c1ccc(NC(=O)c2cc(OC)c(OC)c(OC)c2Br)cc1	16%	-21%	-8%	29%[10 µM]	16%	-7%	-3%
Cc1sc2nc(-c3ccccc3)oc(=O)c2c1C	1%	4%	x	-39%[inhibitor]	12%	5%	-1%
COc1ccc(CCN2C(=O)c3ccncc3C2=O)cc1OC	1%	-6%	u	8%	-12%	5%	9%
Cc1ccccc1OCC(=O)Nn1c(COc2ccccc2)nc2ccccc2c1=O	-2%	-3%	-3%	-32%	7%	-5%	-4%
Fc1cccc(-n2c(-c3ccco3)nc3nc4ccccc4nc32)c1	-3%	u	u	-26%	26%	4%	8%
Cc1sc(NC(=O)c2oc3ccccc3c2C)c(C#N)c1C	4%	5%	-1%	0%[10 µM]	-8%	6%	5%
CS(=O)(=O)N(CC(=O)Nc1cc(Cl)ccc1Cl)c1ccccc1	8%	u	5%	2%	-23%	1%	5%
O=C(Nc1ccccn1)C1COc2ccccc2O1 (centres undefined)	2%	2%	-7%	-11%[10 µM]	-8%	2%	6%
CC(=O)NCCOc1ccc2oc3ccccc3c2c1	6%	2%	u	-11%	-14%	6%	-2%
COc1ccc(NC(=O)C2=C(C)Nc3nc(CCCO)nn3C2c2ccc(OC)c(OC)c2)cc1 (centres undefined)	2%	6%	2%[46 µM]	-39%	u	3%	-30%
O=C(Nc1ccc(Cl)cc1)Nc1nnc(CSCc2ccc(Cl)cc2)s1	2%	1%	u	41%[10 µM]	3%	-1%	16%
CSc1nc2[nH]c3c(c2c2nncn12)CC(C)(C)OC3	2%	4%	6%	11%	8%	-1%	7%
CC(C)(C)n1nc2c(c1NC(=O)c1cc3ccccc3o1)CSC2	-2%	-8%	11%[1.84 µM]	-19%	-24%	x	5%
O=C(Nc1cccnc1)c1ccc(C(=O)Nc2cccnc2)cc1	-1%	-6%	x	4%[10 µM]	-15%[9.22 µM]	2%	-4%
Cc1ccc(NC(=O)c2nc[nH]c2C(=O)N[C@@H](CCCCNC(=O)OC(C)(C)C)C(=O)OC(C)(C)C)cc1	-6%	x	x	3%[10 µM]	-33%[9.22 µM]	-22%	-18%
CCOC(=O)c1cn(-c2c(Cl)cccc2Cl)c2cc(Cl)c([N+](=O)[O-])cc2c1=O	-13%	-6%	u	x	19%	-4%	2%
COc1ccccc1C1C2=C(N=c3s/c(=C/c4cccc(OCC(=O)O)c4)c(=O)n31)c1ccccc1CC2 (centres undefined)	0%	u	u	8%[10 µM]	u	-5%	-14%
FC(F)(F)c1nnc2ccc(NCc3ccccc3)nn12	15%	-19%	x	19%[10 µM]	-14%	x	-10%
COc1cc(OC)c(NS(=O)(=O)c2ccc(Cl)c(C(=O)OC(C)C(=O)N3CCCC3)c2)cc1Cl (centres undefined)	8%	1%	u	-26%[10 µM]	-27%	-4%	-3%
CC(=O)Nc1cccc(C(=O)N/N=C/c2ccccc2F)c1	-3%	5%	-9%	-17%[10 µM]	-3%	6%	-1%
COc1ccnc(N2CCN(c3ccc(Cl)cc3)CC2)c1C#N	-2%	u	u	-9%	2%	-2%	-1%
CC(=O)NC1C(=O)N(C)c2ccc(Br)cc21 (centres undefined)	1%	-8%	-4%	11%	-6%	-3%	-15%
Cc1ccccc1-n1nc(C)c2cc(C(=O)NC3CC3)sc21	0%	-7%	-12%	-24%	-20%	0%	2%
Cc1nnc(Nc2ccccc2F)s1	6%	x	x	5%[10 µM]	-6%[9.22 µM]	-9%	7%
CCOC(=O)c1c(C)[nH]c(NC(=O)Nc2c(C)n(C)n(-c3ccccc3)c2=O)c1C	1%	-4%	-6%	-7%[0.074 µM]	-17%	-20%	32µM*
Clc1ccc(-n2ncc3c(NCC4CCCO4)ncnc32)cc1 (centres undefined)	5%	1%	u	-20%[10 µM]	-30%	-5%	5%
CCN(CC)CCNCc1cc(Cl)ccc1OCc1ccccc1F	4%	-1%	u	-34%[inhibitor]	8%[9.22 µM]	0%	-4%
C=CCOc1ccc(/C=N/O)cc1Cl	-8%	-8%	6%	8%[10 µM]	-8%	-15%	10%
CCC(=O)NC(NCC1CCCO1)C(Cl)(Cl)Cl (centres undefined)	7%	-1%	3%	u	-4%	-8%	13%
COc1cccc(CNC(=O)C2CCN(S(=O)(=O)N3CCCCC3)CC2)c1	5%	5%	11%	12%	9%	-1%	1%
CCC12CN3CCN(CC(C3)/C1=N\NC(=O)c1ccc(Cl)cc1)C2	-7%	7%	2%[9.22 µM]	-39%[inhibitor]	-27%	-20%	-3%
C=CCN1CCc2c(cc(O)c(O)c2Cl)C(c2cccc(C)c2)C1 (centres undefined)	-8%	x	x	-37%[inhibitor]	x	-4%	x
O=C(CSc1ccccc1)N/N=C/c1ccccc1O	0%	4%	x	-151%[inhibitor]	-42%[9.22 µM]	-1%	-4%

Arranged by formula weight (descending): part of the list above
SMILES	CBFb-RUNX1 inh	GAA inhib	LMNA splice mod	HTT cytoprotect	HttQ103 aggreg	GAA spleen mod	GAA glycogen
O=C(COC(=O)[C@@H]1CC(O)CN1S(=O)(=O)c1ccccc1[N+](=O)[O-])Nc1ccc2ccccc2c1 (some centres undefined)	8%	-16%	-3%	-6%[0.074 µM]	12%	-3%	-3%
O=C(Nc1ccc(Cl)cc1)Nc1nnc(CSCc2ccc(Cl)cc2)s1	2%	1%	u	41%[10 µM]	3%	-1%	16%
O=C(NC1=NCCS1)c1cc(-c2ccc(-c3ccccc3)cc2)nc2ccccc12	-3%	-10%	u	-28%[10 µM]	2%	-2%	0%
O=C(Nc1ccc(O)cc1)/C(=C/c1ccco1)NC(=O)c1ccccc1	3%	x	x	7%[10 µM]	-15%[9.22 µM]	5%	-21%
CCS(=O)(=O)Nc1ccc(-c2nc3cccnc3s2)cc1	u	x	x	-20%[10 µM]	-24%[9.22 µM]	u	-5%
COc1ccc(CCN2C(=O)c3ccncc3C2=O)cc1OC	1%	-6%	u	8%	-12%	5%	9%
Cc1ccccc1-n1nc(C)c2cc(C(=O)NC3CC3)sc21	0%	-7%	-12%	-24%	-20%	0%	2%
CCn1c(O)c(N=NC2=NC(=O)CS2)c2ccccc21	-10%	-1%	7%[0.0737 µM]	1%	8%	-18%	4%
CC(=O)NCCOc1ccc2oc3ccccc3c2c1	6%	2%	u	-11%	-14%	6%	-2%
Cc1sc2nc(-c3ccccc3)oc(=O)c2c1C	1%	4%	x	-39%[inhibitor]	12%	5%	-1%
C=CCOc1ccc(/C=N/O)cc1Cl	-8%	-8%	6%	8%[10 µM]	-8%	-15%	10%

Assay outcomes from PubChem.
